# High-throughput results: PubChem, National Center for Advancing Translational Sciences (NCATS)
# Fluorescein fluor – compound autofluorescence in fluorescein spectral region. Compound autofluorescence, 480/540 nm, fluorescein-equivalent; stronger effect = higher value. max fluorescein-equivalent concentration, M. actives 0.91% (n = 59,000). AID 593; in the data active = max fluorescein-equivalent concentration above about 10 nM; inconclusive = between about 1.1 nM and that limit
#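 Compounds were pin-transferred into 100 mM Tris buffer, pH 8.0, and incubated 15 min at room temperature. Fluorescence was read at 480 nm excitation/540 nm emission. Signals were normalized to an on-plate six-point fluorescein standard curve as dye-equivalent concentration.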
# 4-MU autofl – compound fluoresces in the 4-MU spectral region; compound autofluorescence, 340/450 nm, 4-MU equivalents; stronger effect = higher value; max dye-equivalent concentration, M; actives 11% (n = 59,000); in the data active = max dye-equivalent concentration above about 10 nM; inconclusive = mostly about 1.1 nM to 9.6 nM
#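 Intrinsic fluorescence at 340/450 nm (ex/em) was read after 15 min at room temperature in pH 8.0, 100 mM Tris. Each compound concentration expressed as 4-MU-equivalent concentration from a six-point 4-MU standard series on each plate.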
# A350 fluor – compound fluoresces in the Alexa 350 spectral region | Compound autofluorescence, 340/450 nm, Alexa 350 dye-equivalents; stronger effect = higher value | max dye-equivalent concentration, M | actives 11% (n = 59,000); in the data active = max dye-equivalent concentration above about 10 nM; inconclusive = mostly about 1.1 nM to 9.6 nM
# Epigenetic mod – epigenetic GFP locus derepression in mouse cells. mouse C127i GFP locus derepression, cytometry, 30 h. Potency, µM (series often up to 46.1 µM), without a hit: at the top dose GFP derepression (activation). actives 0.09% (n = 68,000); also: % of control where 0% means no effect
#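 Read-out is the number of GFP-positive cells, scored as fluorescent objects 20 to 120 um wide, reflecting derepression of a silenced CMV-GFP reporter in murine C127i cells after 30 h compound exposure at 37 C.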
# CRE Fsk mod – CRE-bla signaling modulation under forskolin stimulation. CHO CRE-bla reporter (cAMP response element driving beta-lactamase), forskolin EC10, beta-lactamase ratio. Potency, µM (doses to about 38.2 µM), for inactives: at the highest dose activity change, negative = inhibition, actives largely listed as activators. actives 2.5% (n = 71,000). AID 662; active = well fitted activation curve with a large enough effect in the signal ratio, with a control signal flat, not every such curve was filed as active; inconclusive = small, poorly fitted or top-dose-only effect, or effect the other way, or a change in a side signal; the % refers to the signal ratio; also: potency is read from the fitted curve at half-maximal effect; % of control where 0% means no effect
#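 Reporter-gene assay: CHO cells with beta-lactamase behind cAMP responsive elements, co-treated with compound and EC10 NKH 477 for 3 hours at 37 degrees Celsius. Activity came from the 460/530 nm CCF4 emission ratio.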
# ERK AVP block – inhibitors of vasopressin-stimulated ERK signaling pathway; actives 0.99% (n = 72,000); HEK293-V1b, vasopressin-stimulated pERK AlphaScreen; AID 995; Potency, µM (series often up to 57.5 µM), for the others: at the top dose activity, negative = inhibition, actives largely listed as inhibitors; also: potency is read from the fitted curve at half-maximal effect; % is scaled to controls: 0 for no effect and ±100 for the full control effect; nearly all actives have a fitted effect of over 55% in size
#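 Overnight-seeded V1b-HEK293 cells in 1% FBS got compound, then vasopressin (25 nM final, 5 min, 37C), then lysis buffer. AlphaScreen detection of phospho-ERK; activity normalized to basal and full-stimulation controls.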
# Ub-GFP proteasome – inhibits proteasome, raising ubiquitin-GFP reporter fluorescence; 67,000 tested, under 10 active; Potency, µM (titrated, usually from 45.9 µM), inactives show at the top dose activation (GFP accumulation), actives largely listed as activators; Ubiquitin-GFP reporter cells, proteasome inhibition, GFP fluorescence; response scale: untreated = 0%, 10 µM MG-132 = 100%; AID 526; active = well fitted activation curve with a large enough effect, not every such curve was filed as active; inconclusive = small, poorly fitted or top-dose-only effect, or another doubt; inactive = no such curve, though single readings can be large or run the other way; also: potency is read from the fitted curve at half-maximal effect
#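 U2OS cells expressing ubiquitin(G76V)-GFP, seeded overnight in 0.5% FBS medium, then treated 4 hr at 37 C across 46 uM to 2.9 nM. GFP-positive cells counted by laser cytometry (488 ex/515 em); %activity scaled between basal and 10 uM MG-132.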
# TexasRed autofl – Texas Red region autofluorescence; max dye-equivalent concentration, M; AID 587; Compound fluorescence, Texas Red channel, 547/618 nm; stronger effect = higher value; actives 0.06% (n = 59,000); in the data active = max dye-equivalent concentration above about 10 nM; inconclusive = between about 1.1 nM and that limit
#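 qHTS profiling of intrinsic compound fluorescence; 100 mM Tris pH 8.0; 15 min RT; ex 547 / em 618 nm; response expressed as Texas Red dye-equivalent concentration from six-point plate standard.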
# Luciferase inh – firefly luciferase inhibition | purified firefly luciferase, luminescence, 8 min | Potency, µM (top dose mostly 57.1 µM), for inactives: at the highest dose activity change, negative = inhibition, most hits filed as inhibitors | actives 2.2% (n = 72,000) | AID 411; also: potency is read from the fitted curve at half-maximal effect; % is scaled to controls: 0 for no effect and ±100 for the full control effect; nearly all actives have a fitted effect of over 40% in size
# Target sequence (P08659 whole entry, looked up): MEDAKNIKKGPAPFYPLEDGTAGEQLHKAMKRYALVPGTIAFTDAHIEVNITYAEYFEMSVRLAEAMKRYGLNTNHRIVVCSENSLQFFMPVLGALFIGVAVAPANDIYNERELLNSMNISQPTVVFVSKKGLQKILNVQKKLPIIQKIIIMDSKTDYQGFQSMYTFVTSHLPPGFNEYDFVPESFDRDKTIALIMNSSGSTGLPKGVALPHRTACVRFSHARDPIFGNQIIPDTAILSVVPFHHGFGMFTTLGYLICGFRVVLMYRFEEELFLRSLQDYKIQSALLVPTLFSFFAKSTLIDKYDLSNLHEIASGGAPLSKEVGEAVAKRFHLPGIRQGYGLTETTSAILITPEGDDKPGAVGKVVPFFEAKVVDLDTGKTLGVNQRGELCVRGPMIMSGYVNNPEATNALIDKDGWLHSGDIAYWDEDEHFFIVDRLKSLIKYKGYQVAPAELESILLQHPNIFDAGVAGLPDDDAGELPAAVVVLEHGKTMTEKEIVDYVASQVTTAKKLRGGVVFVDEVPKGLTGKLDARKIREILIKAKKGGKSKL
#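 qHTS concentration-response profiling: light output of P. pyralis luciferase with luciferin and 10 uM ATP, imidazole buffer pH 7.2. Read by luminescence after 8-min room-temperature incubation.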
# HBB splice mod – modulators of hemoglobin beta chain splicing; Potency, µM (doses to about 46.1 µM), without a hit: at the highest dose activation, actives largely listed as activators; actives 0.06% (n = 65,000); AID 925; HBB splicing reporter cell assay, activation; EGFP reporter with mutant IVS2-654 intron; response scale: normalised to 500 nM splice-correcting PNA; also: potency is read from the fitted curve at half-maximal effect; 0% is about no effect
#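 HeLa cells stably expressing EGFP interrupted by mutant beta-globin intron 2 (IVS2-654), 500/well in 2% FCS. Treated with compound for 2 days at 37C. Splicing correction scored as total well GFP intensity (488 nm excitation, 500-520 nm emission); 500 nM antisense PNA served as control.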
# Hsp90 Hop PPI – changes Hsp90-Hop TPR2A binding signal, up or down. AlphaScreen TPR2A-His6 binding biotin-Hsp90 C-terminal peptide. Potency, µM (doses to about 57 µM), without a hit: top-dose activity change, negative = inhibition. actives 0.44% (n = 71,000); active = well fitted curve in either direction with a large enough effect; inconclusive = small, poorly fitted or top-dose-only effect, or another doubt; also: potency is read from the fitted curve at half-maximal effect; % is scaled to controls: 0 for no effect and ±100 for the full control effect; many of its hits are not listed in these tables
# An asterisk follows results filed as active; i = inactive; u = inconclusive; x = no result given; & = joins results of further samples; [ ] = dose if it differs, or a comment. Unless noted, calls follow the shape of the dose curve; as a rule, active = well fitted curve in the direction sought with a large enough effect; inconclusive = small, poorly fitted or top-dose-only effect, or another doubt; inactive = no such curve, though single readings can be large; an effect the other way counts as inactive or inconclusive. Not all compounds are listed (hit frequency here may not be typical).
SMILES,Fluorescein fluor,4-MU autofl,A350 fluor,Epigenetic mod,CRE Fsk mod,ERK AVP block,Ub-GFP proteasome,TexasRed autofl,Luciferase inh,HBB splice mod,Hsp90 Hop PPI
CCS(=O)(=O)NC(C)C(c1cccs1)N1CCN(C)CC1 (stereo unspecified),i,i,i,-2.1%,-3.3%,-2.1%,2.9%,i,2.0%,-1.3%,-2.6%
CCOC(=O)/C=C1\NC(=O)CS1,u,i,i,-3.8%,-2.5%,-3.7%,-1.7%,i,0.6%,0.4%,-1.8%
CCS(=O)(=O)N1CCC(C(=O)NC2CCCCCCC2)CC1,u,i,i,4.1%,-1.2%,-0.6%,1.4%,i,-0.4%,-0.6%,0.5%
Cn1c(=O)oc2cc(S(=O)(=O)N3CCCC(C(=O)NCc4cccs4)C3)ccc21 (stereo unspecified),x,x,x,x,4.9%,13.5%,-14.3%,x,3.0%,-0.4%,-5.2%[2.3 µM]
COc1ccccc1OCC(O)CN1C(=O)NC(C)(C)C1=O (stereo unspecified),x,x,x,-3.9%,-0.2%,1.5%,9.4%,x,1.9%,1.3%,-3.5%
Cc1ccc(Nc2nc(N)nc(CSc3nnc(-c4ccncc4)o3)n2)cc1,u,i,u,2.0%,5.7%,-27.2%,-1.6%,u,-1.7%,1.2%,-5.3%
CCOc1cccc(-c2nnc3sc(COc4ccc(C)cc4)nn23)c1,i,i,i,4.3%,-2.2%,-26.8%,-3.4%,u,0.2%,2.1%[0.369 µM],-5.1%
Nc1[nH]c(=O)ncc1F,u,i,i,1.7%[20.6 µM],0.5%[17.1 µM],7.9%[25.7 µM],6.4%[20.5 µM],i,8.6%[25.5 µM],-0.9%[20.6 µM],-4.3%[26 µM]
CCOC(=O)NC(Nc1sc2c(c1C(=O)OC)CCN(C)C2)(C(F)(F)F)C(F)(F)F,u,3.07e-08M*,3.6e-08M*,0.0%[20.6 µM],x,x,x,i,2.0%[25.5 µM],x,x
NC(=O)c1cnccn1,i,i,i,-2.2%,-1.3%&0.7%,-1.3%,-0.1%,i,-0.9%,-0.1%&-1.2%,0.3%&-4.4%
COc1ccc(Cn2nnnc2C(c2cc3ccc(OC)cc3[nH]c2=O)N2CCCCCC2)cc1 (stereo unspecified),u,u,u,0.0%,14.6%,-16.1%,0.2%,u,-4.5%,-0.3%[57.5 µM],-4.5%
O=C(CCCC(=O)N(CC(=O)NC1CCCC1)Cc1ccccc1)Nc1ccccn1,u,i,u,0.0%,u,-4.8%,3.6%,i,1.5%,-2.8%,-12.8%
CCCCn1nnc(NC(=O)c2cc3ccccc3o2)n1,u,i,i,-2.7%,1.6%,u,0.0%,i,-0.1%,0.9%,-3.5%
CC(=O)NC(CCS(C)(=O)=O)C(=O)Nc1nccs1 (stereo unspecified),i,i,i,-2.9%,u,20.2%,-6.3%,i,0.7%,-2.3%,-3.4%
COc1ccc(OC)c(S(=O)(=O)N2CCc3ccccc32)c1,i,i,i,-1.2%,-0.1%,-14.1%,-2.3%,i,1.4%,3.1%,4.5%
O=C(OCC1OC2C(Oc3nc(=O)ccn32)C1O)c1ccccc1 (stereo unspecified),u,i,i,3.8%,0.5%,5.3%,5.4%,i,4.7%,x,-2.8%
Cc1cccc(NC(=O)CSc2nnc(-c3cc(C)n(-c4ccccc4)c3C)o2)c1C,u,i,i,-2.1%,u,4.6%,-3.0%,i,-4.6%,-2.9%,-2.3%
N#CC(C#N)=NNc1ccc2cn[nH]c2c1,i,i,i,2.3%[9.22 µM],u,-1.2%[11.5 µM],-1.1%[9.17 µM],i,-3.5%[11.4 µM],4.2%[9.22 µM],-2.1%[11 µM]
CCOC(=O)c1c2n(c3ccc(O)cc13)CCC2,u,i,i,-3.2%,u,u,3.4%,u,-2.3%,-0.3%,-3.7%
COC(=O)CNC(=O)c1ccc2c(c1)S(=O)(=O)c1ccccc1C2=O,u,i,u,1.2%,u,-17.2%,2.6%,i,-4.4%,-3.8%,-0.7%
C[C@@H](CS(=O)(=O)Cc1ccccc1)C(N)=O,i,i,i,-2.2%[9.22 µM],-0.6%[7.6 µM],2.8%[11.5 µM],3.3%[9.17 µM],i,-1.5%[11.4 µM],6.1%[9.22 µM],-1.3%[11 µM]
c1ccc2[nH]c(CN3CCN(c4ncnc5c4oc4ccccc45)CC3)nc2c1,i,i,i,0.0%,u,12.6µM*,3.4%,i,-1.9%,-3.1%[57.5 µM],-3.1%
N#CCCn1c(=O)c(-c2ccc(Cl)cc2)nc2cnc(N3CCNCC3)nc21,i,2.28e-07M*,2.57e-07M*,2.7%[9.22 µM],u,17.6%,-2.0%,i,-0.5%[11.4 µM],3.4%,-1.5%
CC(CCc1ccco1)NC(=O)Nc1cccc(F)c1 (stereo unspecified),i,i,i,5.8%,u,u,-3.4%,i,-0.3%,x,0.4%
C=CCNC(=O)c1c(Cl)cccc1Cl,x,x,x,-0.3%,-3.1%,23.5%,-3.3%,x,1.3%,0.9%[9.22 µM],-0.1%
CCOC(=O)CC(Nc1nc(N2CCOCC2)nc(N2CCOCC2)n1)c1ccccc1Cl (stereo unspecified),i,i,i,2.2%,-0.1%,-2.5%,4.6%,i,1.9%,0.3%,-3.3%
CC1=C(C(=O)O)N2C(=O)[C@@H](NC(=O)[C@@H](N)C3=CCC=CC3)[C@@H]2SC1,u,u,u,-2.2%,1.6%,0.7%,4.6%,i,-0.5%,1.6%,-2.5%
O=C(O)c1cc(S(=O)(=O)N2CCCCCC2)c(Cl)cc1Cl,x,x,x,1.7%,u,16.0%,-1.7%[9.17 µM],x,1.0%,-5.1%[0.0738 µM],-6.6%[11 µM]
COc1ccc(C(NC(=O)c2ccco2)c2ccc(OC)c(OC)c2)cc1 (stereo unspecified),x,x,x,-1.8%,5.6%,-18.4%,7.2%,x,2.8%,-0.9%,-7.8%
CN1CCN(CC#CCn2c3ccccc3c3ccccc32)CC1,u,u,u,-2.2%,-2.9%,-2.8%,-2.6%,i,0.4%,-0.8%[57.5 µM],-7.6%
CCOC(=O)c1c(N)sc2c1CCCC2,i,i,i,-3.2%,3.7%,u,-1.4%,u,-0.2%,-1.5%,-4.7%
CCCC(=Nc1ccccc1)C1=C(O)C(C(=O)OC)C(C)(C)CC1=O (stereo unspecified),x,x,x,-1.8%,-1.3%,-0.5%,13.0%,x,4.6%,-1.2%,0.4%
Cc1ccccc1-c1nc(NCc2cccs2)c2ccccc2n1,i,i,i,8.0%[9.22 µM],-10.8%,-15.9%,1.8%,i,0.7%[2.29 µM],0.7%,0.8%
Cc1cc(Oc2ccc(=O)n(C)n2)nc(Oc2ccc(=O)[nH]n2)n1,i,i,i,2.6%,12.1%,8.2%,0.0%,u,1.6%,-0.7%[0.369 µM],-4.3%
CCOC(=O)c1[nH]c(C)c(C(=O)NCc2cccnc2)c1C,x,x,x,-3.1%,10.3%,-9.0%,-7.4%,x,1.5%,-0.2%,-5.0%
COc1cccc(C(=O)CN2C3=NCCCN3c3ccccc32)c1,i,i,i,5.7%,1.5%,1.6%,-4.0%,i,1.5%,-2.1%,-9.0%
COc1ccc(CC(=O)OCn2nnc3ccccc3c2=O)cc1,i,i,i,2.3%,2.9%,7.3%,2.9%,u,3.5%,0.1%[57.5 µM],1.2%
CC(=O)N1CCC2(CCN(Cc3ccncc3)CC2)CC1,u,i,i,-0.1%[9.22 µM],-4.0%,2.6%,-5.8%,i,1.0%[11.4 µM],3.2%,-6.0%
O=S1(=O)C[C@@H](N2CCOCC2)[C@H](N2CCOCC2)C1,u,i,i,-3.7%[20.6 µM],x,x,x,i,2.2%[25.5 µM],x,x
CC(C)(C)c1ccccc1OCC(=O)NCCC(=O)O,i,i,i,-6.3%,u,-7.1%,-1.3%,u,-0.4%,x,2.3%
Cc1noc(C)c1S(=O)(=O)NCCN1CCN(c2ccccc2)CC1,i,i,i,0.0%,-8.2%,4.4%,-0.7%,i,6.5%,1.5%,-1.6%
CN(C)CC(=O)Nc1ccc(S(N)(=O)=O)cc1,x,x,x,-1.8%,1.7%,-4.6%,4.3%,x,1.0%,1.2%,-0.5%
C[N+](C)([O-])CCC=C1c2ccccc2CCc2ccccc21,u,i,i,3.4%[9.22 µM],3.7%[7.6 µM],7.5%[11.5 µM],3.4%[9.17 µM],i,5.8%[11.4 µM],2.9%[9.22 µM],2.0%[11 µM]
CN(C)S(=O)(=O)N(Cc1ccc(Br)cc1)c1ccccc1,u,i,i,-1.0%,-8.2%,-20.4%,-2.0%,u,-1.4%,-0.7%,14.4%
COc1ccccc1N1CCN(C(=O)c2cc(-c3ccc(Cl)c(Cl)c3)on2)CC1,i,i,i,-1.1%,-1.4%,24.2%,-2.4%,i,1.3%,-0.6%,2.5%
Oc1[nH]c2ccccc2c1C=Nc1ccc2c(c1)OCCO2,i,i,i,0.0%,-6.2%,20µM*,-11.7%,i,3.98µM*,9.6%,-17.9%
